Assay outcomes from PubChem BioAssay.
IL-1B inflam inh = inhibitors of inflammasome signaling (IL-1 beta secretion). actives 4.7% (n = 360,000). THP-1 LPS/ATP IL-1B secretion, AlphaLISA, 16 h; active compounds read low. AID 743279. activity change, % at 57.5 µM; in the data active means activity change below about -50%; inconclusive means mostly about -30% to -49%; further: on the % scale 0 is the no-effect control and ±100 the full control effect
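THP-1 cells pretreated 1 hr with compounds (up to 57.5 uM final), then stimulated with LPS (250 ng/mL final) plus ATP (1.25 mM final); secreted IL-1B measured by AlphaLISA after 16 hr, decreased signal indicating inhibition.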
A549 viability = A549 cytotoxicity, counter-screen for Nrf2 inhibitors; Potency, µM (series often up to 46 µM), inactives show at the top dose activity change, negative = cytotoxicity, usual class: inhibitors; actives 0.16% (n = 390,000); A549 ARE-Fluc cells, CellTiter-Fluor viability, 18-24 h; AID 504648; further: potency means the concentration at half of the fitted maximal effect; on the % scale 0 is the no-effect control and ±100 the full control effect
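Cytotoxicity counterscreen: CellTiter-Fluor fluorescence was measured in A549 ARE_Fluc cells after 18-24 h of compound exposure in a concentration series. The subsequent BugLite luminescent read reports ARE-luciferase activity.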
MCF10A rereplic = DNA re-replication induction in MCF 10a cells; actives 2.9% (n = 350,000); Potency, µM (series often up to 46.1 µM), for inactives: at the highest dose activity, positive = re-replication, most hits filed as activators; MCF 10A DNA re-replication, Hoechst nuclear intensity, 48 h; further: potency means the concentration at half of the fitted maximal effect; % of control where 0% means no effect; nearly all actives have a fitted effect of over 50% in size
TGFb inhibitor = TGF-b pathway inhibition. actives 1.2% (n = 410,000). HepG2 CAGA-GFP TGF-b/SMAD3 reporter, GFP fluorescence, 18 h; TGF-beta stimulated, 500 pg/mL final. Potency, µM (series often up to 46.1 µM), for the others: top-dose activity, negative = inhibition, hits mostly inhibitors. AID 588855; further: potency means the concentration at half of the fitted maximal effect; on the % scale 0 is the no-effect control and ±100 the full control effect; nearly all actives have a fitted effect of over 65% in size
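TGF-beta reporter screen: HEPG2 CAGA-GFP, 1% FBS, 500 pg/mL TGF-beta final, 18 h; per-cell GFP summed per well; curves fitted and categorized by class.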
Nrf2 inh = Nrf2 pathway inhibition; A549 ARE-Fluc reporter, luciferase luminescence, 18-24 h; Potency, µM (titrated, usually from 46 µM), for the others: at the top dose activity change, negative = inhibition, most hits filed as inhibitors; actives 2.1% (n = 360,000); further: potency means the concentration at half of the fitted maximal effect; on the % scale 0 is the no-effect control and ±100 the full control effect; nearly all actives have a fitted effect of over 60% in size
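Two sequential reads on A549 ARE_Fluc cells exposed to compound for 18-24 h: a CellTiter-Fluor fluorescence read for viability, then a luciferase luminescence read for Nrf2/ARE activity.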
HepG2 tox = kills HepG2 cells in TGF-b inhibitor counter-screen | HepG2 CAGA-GFP viability, ATP luminescence, 18 h | Potency, µM (series often up to 46.1 µM), inactives show at the top dose activity change, negative = cytotoxicity, actives largely listed as cytotoxic | actives 0.76% (n = 410,000) | AID 588856; further: potency means the concentration at half of the fitted maximal effect; some results filed as inactive show a strong effect at the top dose
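HepG2 CAGA-GFP cells (1000/well, DMEM with 1% FBS) received compound, then TGF-beta at 500 pg/mL final, and were incubated 18 hours at 37 degrees C. Viability was read by CellTiter-Glo luminescence. Media-only wells were set as complete cell-killing and DMSO as no toxicity.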
S2 tox = cell viability loss in ATXN counter-screen | Potency, µM (series often up to 56.7 µM), actives largely listed as cytotoxic | actives 0.49% (n = 400,000) | AID 651635 | S2 cells (HEK-293 line with an ATXN2-luciferase reporter) viability, CellTiter-Fluor protease fluorescence, 24 h; further: potency means the concentration at half of the fitted maximal effect; nearly all actives have a fitted effect of over 40% in size
Nrf2 ARE act = activates Nrf2 signaling; Potency, µM (top dose mostly 46.1 µM), inactives show top-dose activation, hits mostly activators; AREc32 ARE-luciferase reporter (MCF7-derived line), luminescence, 24 h; actives 0.31% (n = 410,000); further: potency means the concentration at half of the fitted maximal effect; % of control where 0% means no effect; nearly all actives have a fitted effect of over 65% in size
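Luciferase luminescence (Steady-Glo, 30 min at room temperature) served as the read-out of ARE activation in AREc32 cells treated with compounds for 24 hr at 37 deg C.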
ATXN2 expr inh = inhibitors of ATXN2 expression. HEK-293 ATXN2-luciferase reporter, luminescence, 24 h. Potency, µM (highest dose often 57 µM), without a hit: at the highest dose activity change, negative = inhibition, usual class: inhibitors. actives 0.72% (n = 360,000); further: potency means the concentration at half of the fitted maximal effect; on the % scale 0 is the no-effect control and ±100 the full control effect; nearly all actives have a fitted effect of over 55% in size
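ATXN2-luciferase reporter cells (luciferase flanked by upstream and downstream ATXN2 gene portions) were treated 24 h at 37 °C with compounds at up to 57 uM. SteadyGlo luminescence gave expression; GF-AFC fluorescence gave viability.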
* hit, by the source's call; i = inactive; ? = inconclusive; . = not tested or not shown; & = joins results of further samples; [ ] = dose if it differs, or a comment. Unless noted, the call rests on the fitted dose curve; in most records, active means well fitted curve in the direction sought with a large enough effect; inconclusive means small, poorly fitted or top-dose-only effect, or another doubt; inactive means no such curve, though single readings can be large; an effect the other way counts as inactive or inconclusive. The order is random; about 8.8% have a hit in one of these screens.

smiles	ATXN2 expr inh	S2 tox	TGFb inhibitor	HepG2 tox	MCF10A rereplic	Nrf2 inh	IL-1B inflam inh	Nrf2 ARE act	A549 viability
C[C@@H]1CN([C@@H](C)CO)C(=O)CCCn2nncc2CO[C@H]1CN(C)C(=O)CCC(F)(F)F	-4%	i	15%	-2%	.	.	37	-0.1%	.
CSc1cccc(NC(=O)c2cc(S(=O)(=O)N3CCCC3)cn2C)c1	-11%	i	11%	-15%	2%	-30%	?	0.3%	3%
N/C(=N\OC(=O)CCC1CCCC1)c1ccc(Br)cc1	7%	?	2%	-4%	-1%	?	-8	1.5%	-3%
O=C(CCS(=O)(=O)c1nc(-c2ccc3c(c2)OCO3)cc(C(F)(F)F)n1)Nc1ccc(F)c(Cl)c1	.	.	20µM*	13µM*	.	-1%[9.27 µM]	.	-4.6%	1%
CCOC(=O)c1cc(NC(=O)c2cnccn2)cc(C(=O)OCC)c1	-24%	i	-8%	-14%	-5%	6%	12	0.2%	-1%
Oc1oc(-c2ccccc2Br)nc1C=Nc1ccc(Br)cn1	3%	?	5%	-3%	?	0%	-12	?	-21%
O=C(Cc1ccc(S(=O)(=O)N2CCOCC2)s1)NCCOc1ccccc1F	3%	i	-23%	15%	-16%	5%	6	0.1%	-2%
O=C(c1ccccc1Oc1ccccc1)N1CCN(c2ccccc2)CC1	-4%	i	?	-2%	19%	.	-16	1.1%	-4%
O=C(Nc1ccnn1C1CCN(Cc2cccc(F)c2F)CC1)C1CCCC1	1%	i	5%	1%	0%	5%	0	-0.1%	-4%
OCCNCc1cc(Br)ccc1OCc1ccccc1Cl	-27%	i	?	-52%	?	0%	-59*	4.6%	-2%
Cc1cc(NC(=O)c2cccs2)n(-c2ccccc2)n1	-4%	i	4%	2%	2%	21%	-5	-0.4%	-3%
O=C(COC(=O)c1cc(Cl)ccc1O)NCC1CCCO1 (stereo not given)	2%	i	3%	1%	0%	1%	1	0.2%	7%
CS(=O)(=O)Nc1ccc2c(c1)ncn2CCc1ccccc1	-13%	i	-11%	-10%	9%	4%	-7	0.7%	2%
CSc1ncccc1C(=O)Nc1nccs1	34%	i	6%	12%	0%	14%	7	4.4%	10%
O=C(Cn1cc(S(=O)(=O)c2ccccc2)c(=O)c2cc3c(cc21)OCO3)Nc1ccc(Cl)cc1	0%	i	-39%	-18%	.	4%	.	4.9%	-2%
COc1ccc(C(=O)NC(CO)c2nnc(SCc3ccc(Cl)c(Cl)c3)n2C)cc1 (stereo not given)	-7%	?	-13%	-14%	-19%	-8%	-18	2.1%	-9%
COc1ccccc1-c1nnc(SCC(=O)N2CC(C)CC(C)C2)o1 (stereo not given)	1%	i	-18%	-23%	?	-13%	-10	7.6%	1%
COc1ccc(Cc2nc3ccc(C(=O)N(C)C(C)c4ccon4)cc3o2)cc1 (stereo not given)	11%	i	-16%	-4%	1%	6%	24	2.6%	2%
CC1CCCCC12NC(=O)N(CC(=O)Nc1ccc3c(c1)OCCCO3)C2=O (stereo not given)	-1%	i	-10%	-2%	7%	6%	14	-0.3%	0%
Cc1ccc(NC2OC(C(O)CO)C(O)C2O)cc1[N+](=O)[O-] (stereo not given)	24%	i	-15%	13%	-6%	19%	0	-0.4%	-7%

Among those listed so far, 2 have a thiophene ring, fused or not.
smiles	ATXN2 expr inh	S2 tox	TGFb inhibitor	HepG2 tox	MCF10A rereplic	Nrf2 inh	IL-1B inflam inh	Nrf2 ARE act	A549 viability
O=C(Cc1ccc(S(=O)(=O)N2CCOCC2)s1)NCCOc1ccccc1F	3%	i	-23%	15%	-16%	5%	6	0.1%	-2%
Cc1cc(NC(=O)c2cccs2)n(-c2ccccc2)n1	-4%	i	4%	2%	2%	21%	-5	-0.4%	-3%

Next part:
smiles	ATXN2 expr inh	S2 tox	TGFb inhibitor	HepG2 tox	MCF10A rereplic	Nrf2 inh	IL-1B inflam inh	Nrf2 ARE act	A549 viability
CNC(=O)c1cc2c(cn1)[nH]c1ccccc12	19%	i	-1%&-1%	-28%&4%	0%	?	45	17%	1%
COc1ccc(C(=O)CN2C(=O)C(C)(C)Oc3ccc(C(=O)N4CCCCCC4)cc32)cc1	-5%	i	6%	-46%	22%	-9%	?	0.5%	-19%
O=C(/C=C/c1ccco1)OCC(=O)N1CCCCC1	30%	i	-16%	-1%	14%	?	-2	12%	0%
O=C(NN=C1CCCC1)c1ccc(O)cc1O	10%	i	0%	-2%	-33%	?	2	-1.4%	-8%
O=C(N/N=C(\CC(=O)c1cccs1)C(F)(F)F)c1ccncc1	55%[activator]	i	9%	-13%	?	?	.	-0.1%	-8%
COc1ccc(/C=C/C(=O)NC(=S)Nc2ccc(S(N)(=O)=O)cc2)cc1	-6%	i	-28%	-11%	-6%	11%	-5	0.1%	0%
Cc1ccc(/C=N/NC(=O)Cn2nc(C)c(Br)c2C)o1	.	.	23%	2%	-1%	4%	-12	0.4%	-13%
CN(C)c1ccc(CNC(=O)CCS(=O)(=O)c2ccc3c(c2)oc(=O)n3C)cc1	-2%	i	22%&-21%	-3%&-4%	-1%	-17%&26%	4	-0.2%&-0.9%	-3%&14%
CC(=O)c1ccc(N2CCN(C(=O)CS(=O)(=O)c3cccc4nsnc34)CC2)cc1	3%	i	-2%	-1%	.	.	.	0.3%	14%
CCOC(=O)C1CCCN(c2nc3c(S(=O)(=O)c4ccc(Br)cc4)nnn3c3ccsc23)C1 (stereo not given)	.	.	1%	-41%	.	10%	.	-1.5%	4%
CC(=O)Nc1ccc(S(=O)(=O)N(C)CC(=O)OC(C)C(=O)N(C)C2CCCCC2)cc1 (stereo not given)	-5%	?	-8%	1%	-4%	-6%	-1	-0.4%	0%
C[C@H](CO)N1C[C@H](C)[C@@H](CN(C)Cc2ccc(-c3ccccc3)cc2)Oc2ncc(C#C[C@@H](C)O)cc2C1=O	-36%	?	-9%	-47%	.	.	-21	-0.8%	.
CCN1CCN(CCOc2ccc(Cl)cc2)CC1	-9%	i	-1%	-8%	?	6%	12	0.1%	8%
CCOc1ccccc1CNc1ccc(O)cc1	3%[11.3 µM]	?	16µM*	-78%	?	-22%	38	0.0%	-9%
CCC(=O)N(Cc1ccco1)Cc1cc2cccc(C)c2n2nnnc12	-15%	i	-20%	-37%	-7%	-7%	-12	-0.2%	12%
Cc1ccccc1CNC(=O)C(=O)NCC1OCCCN1S(=O)(=O)c1cccs1 (stereo not given)	-1%	i	-15%	-26%	13%	-8%	9	-0.2%	3%
O=C(NCc1ccco1)C1CCN(S(=O)(=O)c2ccccc2C(F)(F)F)CC1	6%	i	0%	-8%	6%	5%	9	2.2%	0%
Cc1cc(N2CCC(C)CC2)nc2ccc(NC(=O)/C=C/c3cccc(Cl)c3)cc12	0%	i	-2%	-16%	.	-8%[9.27 µM]	.	0.6%	-2%
COc1ccccc1C(OC(=O)c1ccco1)C(=O)NC(C)(C)C (stereo not given)	-8%	i	16%	-2%	1%	12%	-1	1.5%	-3%
CN(C)S(=O)(=O)c1ccc(Cl)c(C(=O)NNC(=O)Cc2nc3ccccc3n2C)c1	0%	i	2%	-5%	9%	8%	-3	-0.2%	2%
CCOC(=O)C1CCCN(CCC(=O)Nc2cc(C)cc(C)c2)C1 (stereo not given)	-13%	i	0%	-20%	0%	10%	-11	3.2%	3%
Cc1oc(-c2ccccc2)nc1CS(=O)CC(=O)NC1CCCC1 (stereo not given)	-20%	?	4%	-2%	0%	16%	12	0.0%	0%
COc1ccc(C(=O)NC2CCSc3ccccc32)cc1 (stereo not given)	12%	i	0%	-17%	2%	8%	10	0.5%	-1%
COc1ccc(N2CCN(CCCNC(=O)CN3CCN(Cc4ccccc4C)C3=O)CC2)cc1	-19%	i	15%	-54%	0%	?	?	7.0%	0%
CCOC(=O)c1c(C)[nH]c(CCC(=O)NCCCN2CCN(c3ccccc3F)CC2)c1C	.	.	?	-34%	.	.	.	5.7%	0%
CC1CCCCC1NC(=O)CSc1nnc(COc2ccccc2Cl)o1 (stereo not given)	11%	i	-7%	-19%	-10%	.	0	0.0%	0%
COc1ccc(C2=NOC(Cn3nc(-c4ccccc4)cc3C(=O)NCc3cccc(C(F)(F)F)c3)C2)cc1 (stereo not given)	-13%	i	-29%	-28%	10%	-9%	2	0.0%	-2%
[O-]/C(=C(\C(=S)Nc1ccc(SC(F)F)cc1)[n+]1ccccc1)c1ccc(Cl)cc1Cl	-36%	?	-29%	-28%	13%	?	-69*	2.8%	-19%
CC(=O)Nc1cccc(OCC(=O)NC(C)c2ccc3ccccc3c2)c1 (stereo not given)	-3%	i	10%	-5%	22%	-2%	-18	-0.6%	7%
COc1ccc(Oc2nnc(-c3ccccc3)cc2C#N)cc1	-16%	i	-10%	2%	1%	-14%	12	0.7%	-6%
COc1cccc(CNC(=O)COC(=O)c2cc(Br)c(Br)s2)c1	-19%	i	-5%	-11%	21%	7%	-13	3.3%	9%
C[C@]12c3[nH]c4cc(-c5ccco5)ccc4c3CCN1C(=O)[C@@H](CC(=O)NCCCn1ccnc1)C[C@@H]2C(=O)N1CCOCC1	3%	i	-15%	-15%	-17%	0%	-13	0.1%	-2%
CCc1nc2ccc(C(=O)NCCOc3ccc(OC)cc3)cn2c1N(C)Cc1nccn1C	1%	i	1%	25%	.	.	-17	0.1%[9.22 µM]	.
